# Screens as filed in PubChem BioAssay.
# Glioma ERSR ind: inducers of ER stress response in human glioma cells; U87-MG GRP78 promoter luciferase reporter, 16 h; Potency, µM, inactives show at the top dose activation, most hits filed as activators; actives 0.02% (n = 420,000); AID 602332; further: potency means the concentration at half of the fitted maximal effect; series mostly up to about 76 µM; % of control where 0% means no effect; nearly all actives have a fitted effect of over 35% in size
#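 ERSR induction read as luciferase luminescence (Bright-Glo, 10 min at room temperature) in stably transfected human U87-MG glioma cells exposed to compounds for 16 h, using GRP78 as sensor.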
# LDHA block: blocks human lactate dehydrogenase A; AID 1347041; purified LDHA, NADH/diaphorase-resazurin fluorescence; hits give low values; P00338; activity change, % (values are at about 110 or 230 µM); actives 0.15% (n = 480,000); in the data active means activity change below about -30%; inconclusive means mostly about -25% to -30%;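 further: plate controls were DMSO wells for no effect and wells without enzyme for full effect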
#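 Resorufin fluorescence (ex540/em590), read at 0 and 20 min after diaphorase/resazurin addition, reports the NADH left after a 5 min room-temperature reaction of 2 nM human LDH5 with 0.06 mM NADH and 0.2 mM pyruvate.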
# USP1 inh: USP1/UAF1 (human) deubiquitinase inhibition. O94782. recombinant USP1/UAF1, Ub-Rhodamine cleavage fluorescence. Potency, µM (titrated, usually from 57.1 µM), for the others: top-dose activity change, negative = inhibition, most hits filed as inhibitors. actives 0.23% (n = 390,000). AID 743255; further: potency means the concentration at half of the fitted maximal effect; on the % scale 0 is the no-effect control and ±100 the full control effect; nearly all actives have a fitted effect of over 60% in size; inactives centre near -12
#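 Step one: compound is pinned into 1nM USP1/UAF1 in HEPES pH 7.8 buffer with TCEP. Step two: 15 min room-temperature incubation. Step three: Ub-Rho (150nM final) starts cleavage, tracked by fluorescence over six one-minute reads.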
# Vif-APOBEC3G blk: inhibitors of Vif-APOBEC3G interaction; HeLa A3G-eYFP + Vif (tagged APOBEC3G with the HIV-1 protein that degrades it), YFP fluorescence, overnight; Potency, µM (titrated, usually from 46.1 µM), without a hit: at the highest dose activity, negative = active, usual class: inhibitors; actives 0.076% (n = 410,000);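 further: potency means the concentration at half of the fitted maximal effect; on the % scale 0 is the no-effect control and ±100 the full control effect; nearly all actives have a fitted effect of over 60% in size; hits raise eYFP signal because A3G escapes Vif-driven loss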
# Target sequence (Q9HC16 whole entry, looked up): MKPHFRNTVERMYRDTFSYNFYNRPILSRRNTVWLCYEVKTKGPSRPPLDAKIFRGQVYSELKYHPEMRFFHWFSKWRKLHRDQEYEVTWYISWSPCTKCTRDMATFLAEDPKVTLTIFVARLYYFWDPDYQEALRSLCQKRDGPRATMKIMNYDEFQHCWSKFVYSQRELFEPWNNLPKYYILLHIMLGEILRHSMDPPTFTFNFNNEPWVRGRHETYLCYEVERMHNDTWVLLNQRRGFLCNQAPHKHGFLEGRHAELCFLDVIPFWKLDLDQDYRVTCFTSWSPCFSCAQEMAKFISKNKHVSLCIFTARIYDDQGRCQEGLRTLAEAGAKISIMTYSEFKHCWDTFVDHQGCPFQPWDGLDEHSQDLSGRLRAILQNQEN
#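 Read-out is eYFP fluorescence (Ex 488/Em 500-530) from Vif-expressing HeLa A3G-eYFP cells; more signal means A3G escaped Vif-mediated degradation. Cells plated overnight, compound pinned in, incubated overnight at 37 deg C.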
# mIDH1 inhibitor: blocks human mutant IDH1 R132H enzyme; IDH1-R132H enzyme, NADPH consumption, diaphorase/resazurin fluorescence; Potency, µM (highest dose often 76.6 µM), for the others: at the highest dose activity change, negative = inhibition, hits mostly inhibitors; actives 0.093% (n = 390,000); further: potency means the concentration at half of the fitted maximal effect; on the % scale 0 is the no-effect control and ±100 the full control effect; nearly all actives have a fitted effect of over 65% in size
#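 IDH1-R132H (0.5 ug/mL dispensed) in pH 7.5 Tris buffer was preincubated 30 min with compound, then given a substrate mix of 0.016 mM NADPH and 2 mM alpha-KG for 80 min at room temperature; remaining NADPH was read by diaphorase/resazurin fluorescence.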
# TrxR1 inh: blocks rat thioredoxin reductase 1. O89049. recombinant rTrxR1, NADPH fluorescence consumption, selenite substrate. Potency, µM (top dose mostly 114 µM), for the others: at the top dose activity change, negative = inhibition, actives largely listed as inhibitors. actives 1% (n = 390,000). AID 588453; further: potency means the concentration at half of the fitted maximal effect; on the % scale 0 is the no-effect control and ±100 the full control effect; nearly all actives have a fitted effect of over 65% in size
# Target sequence (O89049 whole entry, looked up): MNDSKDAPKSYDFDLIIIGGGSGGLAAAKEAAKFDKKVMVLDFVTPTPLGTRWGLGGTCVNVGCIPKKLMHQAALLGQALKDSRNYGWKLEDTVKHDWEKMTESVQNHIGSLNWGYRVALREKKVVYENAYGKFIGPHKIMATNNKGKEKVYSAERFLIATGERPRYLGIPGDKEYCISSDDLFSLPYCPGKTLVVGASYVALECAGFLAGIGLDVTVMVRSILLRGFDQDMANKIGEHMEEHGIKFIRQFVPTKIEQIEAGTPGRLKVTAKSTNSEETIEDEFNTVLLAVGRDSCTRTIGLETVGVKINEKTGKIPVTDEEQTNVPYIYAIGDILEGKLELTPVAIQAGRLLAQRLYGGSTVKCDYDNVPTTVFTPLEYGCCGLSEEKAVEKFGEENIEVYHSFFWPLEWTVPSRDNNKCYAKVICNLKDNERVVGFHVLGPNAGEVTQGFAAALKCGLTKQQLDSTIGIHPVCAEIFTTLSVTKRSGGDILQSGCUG
#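 Rat TrxR1 (90 nM in the dispensed reagent) was pre-reduced with 400 uM NADPH for 5 min at room temperature, then incubated with compound for 15 min. After 400 uM selenite was added, NADPH fluorescence (Ex 340/Em 450 nm) was followed for 8 min.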
# RGS4 inh: blocks human RGS4-accelerated GTP hydrolysis. actives 0.039% (n = 390,000). Transcreener GDP fluorescence polarization, RGS4-accelerated GTP hydrolysis. Potency, µM (top dose mostly 114 µM), for inactives: at the top dose activity change, negative = inhibition, actives largely listed as inhibitors. P49798. AID 504845; further: potency means the concentration at half of the fitted maximal effect; on the % scale 0 is the no-effect control and ±100 the full control effect; nearly all actives have a fitted effect of over 75% in size; some results filed as inactive show a strong effect at the top dose
# Target sequence (P49798 whole entry, looked up): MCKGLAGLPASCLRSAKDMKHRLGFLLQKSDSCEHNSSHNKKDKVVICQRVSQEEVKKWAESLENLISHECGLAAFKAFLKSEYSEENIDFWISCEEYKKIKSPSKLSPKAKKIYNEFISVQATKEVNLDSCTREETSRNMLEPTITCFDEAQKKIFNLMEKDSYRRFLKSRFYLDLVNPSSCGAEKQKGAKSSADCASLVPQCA
#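 MLSMR compounds (23 nl, pin-transferred) preincubated 10 min at room temperature with a 500nM (2x) first reagent, then RGS4 at 900nM (2x) plus Transcreener GDP mix added; fluorescence polarization (620/688 nm) read before and after 90 min at 30 °C.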
# Vif-APOBEC3F blk: Vif-A3F binding inhibition. actives 0.2% (n = 390,000). HeLa A3F-eYFP + Vif (tagged APOBEC3F with the HIV-1 protein that degrades it), YFP fluorescence increase. Potency, µM (highest dose often 46.1 µM), for inactives: at the top dose activity, negative = active; further: potency means the concentration at half of the fitted maximal effect; % of control where 0% means no effect; nearly all actives have a fitted effect of over 65% in size
#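 Fluorescence increase (Ex 488/Em 500-530) after overnight compound treatment at 37 deg C flags inhibition of Vif-driven A3F-eYFP loss in stable HeLa A3F-eYFP/Vif cells seeded overnight beforehand.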
# TrxR1 substrate: is turned over as a substrate by rat TrxR1. O89049. actives 0.01% (n = 390,000). Potency, µM (series often up to 114 µM), for the others: top-dose activity change, negative = substrate turnover. purified TrxR1 substrate turnover, NADPH consumption readout; further: potency means the concentration at half of the fitted maximal effect; on the % scale 0 is the no-effect control and ±100 the full control effect; nearly all actives have a fitted effect of over 50% in size
#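 Rat TrxR1, dispensed at 90 nM, was prereduced with 400 uM NADPH (final) for 5 min at ~22 deg C, then incubated with compound 15 min before 400 uM selenite. A first-read NADPH fluorescence drop versus no-compound background flagged substrates.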
# * marks the source's active call; other numbers are inactive results; u = inconclusive; x = no result given; & = joins results of further samples; [ ] = dose if it differs, or a comment. Unless noted, the call rests on the fitted dose curve; in most records, active means well fitted curve in the direction sought with a large enough effect; inconclusive means small, poorly fitted or top-dose-only effect, or another doubt; inactive means no such curve, though single readings can be large; an effect the other way counts as inactive or inconclusive. Only part of the results is shown (hit frequency here may not be typical).
nr	Compound	Glioma ERSR ind	LDHA block	USP1 inh	Vif-APOBEC3G blk	mIDH1 inhibitor
1	O=C(NCCc1csc2nc(-c3ccc(F)cc3)nn12)c1cccc(C(F)(F)F)c1	-3%	-9	-26%	4%	-3%
2	CC(C)c1ccc(/C=C2\SC(=O)N(CC(=O)NC3C=CS(=O)(=O)C3)C2=O)cc1 (stereo not drawn)	u	-8	-14%	-4%	-4%
3	CCc1oc2c(C)c(O)ccc2c(=O)c1-c1ccc2ccccc2n1	-3%	-10	-26%	4%	2%
4	COc1cccc(CNC(=O)CCC2CCCN(C(=O)c3ccc(OC)c(F)c3)C2)c1 (stereo not drawn)	1%	-8	-3%	0%	5%
5	Cc1cccc(C(=O)Nc2ccccc2SCC(=O)Nc2ccc(C)c(Cl)c2)c1	-2%	-5	-9%	1%	-1%
6	C[C@H](CO)N1C[C@H](C)[C@@H](CN(C)Cc2ccccc2)Oc2c(NC(=O)Cc3ccccc3)cccc2C1=O	-4%	2	-21%	-18%	-27%
7	O=C(NCC(c1cccs1)S(=O)(=O)c1cccs1)c1ccccc1 (stereo not drawn)	-2%	-9	-14%	9%	13%
8	CCOc1ccc(N(CC(=O)N2CCN(Cc3ccccc3)CC2)S(C)(=O)=O)cc1	0%	-3	-29%	-6%	0%
9	Cc1ccc(Cn2cnc3nc4c(cc3c2=O)CCCC4)cc1	1%	-2	-1%	-1%	-9%
10	Cc1cc(=O)oc2c3c(cc(OCC(=O)N4CCC(C(=O)O)CC4)c12)OC(C)(C)CC3	-2%	-9	-3%	2%	27%

nr	TrxR1 inh	RGS4 inh	Vif-APOBEC3F blk	TrxR1 substrate
1	8%[57.1 µM]	16%	1%	-9%[57.1 µM]
2	11%	-19%	8%	-3%
3	5%[57.1 µM]	-19%	-8%	4%[57.1 µM]
4	17%	27%	5%	-3%
5	5%	-13%	-9%	3%
6	10%	9%	0%	8%[57.1 µM]
7	14%[57.1 µM]	-18%	-8%	1%[57.1 µM]
8	22%	-2%	6%	6%
9	12%[57.1 µM]	5%	2%	-1%[57.1 µM]
10	11%	15%	0%	589%[activator]

# Other compounds follow.
nr	Compound	Glioma ERSR ind	LDHA block	USP1 inh	Vif-APOBEC3G blk	mIDH1 inhibitor
11	CN(Cc1ccccc1F)C(=O)C(Cc1ccccc1)NC(=O)c1ccccc1 (stereo not drawn)	-6%	-2	-14%	-3%	10%
12	COc1ccc(-n2c(C)cc(-c3csc(NC(=O)c4ccc(S(=O)(=O)N(C)C)cc4)n3)c2C)cc1	-3%	-17	u	0%	2%
13	CN(C(=O)COc1ccc(Br)cc1Cl)C1CCCCC1	3%	-3	-1%	-10%	7%
14	COc1cccc(CNC(=O)c2c(C)nn(-c3cccc(C)c3)c2-n2cccc2)c1	-2%	3	-26%	3%	9%
15	O=C1CCC(C(=O)OCC(=O)N2N=C3/C(=C\c4ccccc4)CCCC3C2c2ccccc2)N1 (stereo not drawn)	-3%	1	u	0%	-15%
16	Cc1c(Cl)cccc1NC(=O)CCS(=O)(=O)c1cccc2nsnc12	-2%	1	u	0%	2%
17	COc1ccc(N2CCN(C(=O)C3Cc4ccccc4CN3C(=O)c3ccccc3)CC2)cc1 (stereo not drawn)	2%	6	-17%	-3%	0%
18	O=C(Nc1nc2ccc(Cl)cc2s1)c1ccc(Br)o1	-5%	-2	-22%	-12%	8%
19	Cc1cc(NC(=O)c2cc(-c3ccccc3C)nc3ccccc23)no1	-1%	-16&0	-4%	-6%	3%
20	Cc1csc(SC(C)C(=O)NCC2CCCCC2)n1 (stereo not drawn)	0%	-5	-9%	1%	3%

nr	TrxR1 inh	RGS4 inh	Vif-APOBEC3F blk	TrxR1 substrate
11	-3%	-32%	1%	-3%
12	8%[57.1 µM]	-32%	-29%	11%[57.1 µM]
13	10%[57.1 µM]	-6%	2%	6%[57.1 µM]
14	3%[57.1 µM]	-12%	-9%	-2%[57.1 µM]
15	-7%[57.1 µM]	-25%	-6%	-8%[57.1 µM]
16	-32%	1%	-5%	1%
17	32%[57.1 µM]	-9%	-2%	5%[57.1 µM]
18	14%	-11%	0%	6%
19	17%	-3%	-7%	9%
20	18%[57.1 µM]	7%	-7%	6%[57.1 µM]

# A draw from above in order of count of non-hydrogen atoms, lowest first.
nr	Compound	Glioma ERSR ind	LDHA block	USP1 inh	Vif-APOBEC3G blk	mIDH1 inhibitor
18	O=C(Nc1nc2ccc(Cl)cc2s1)c1ccc(Br)o1	-5%	-2	-22%	-12%	8%
7	O=C(NCC(c1cccs1)S(=O)(=O)c1cccs1)c1ccccc1 (stereo not drawn)	-2%	-9	-14%	9%	13%
2	CC(C)c1ccc(/C=C2\SC(=O)N(CC(=O)NC3C=CS(=O)(=O)C3)C2=O)cc1 (stereo not drawn)	u	-8	-14%	-4%	-4%
14	COc1cccc(CNC(=O)c2c(C)nn(-c3cccc(C)c3)c2-n2cccc2)c1	-2%	3	-26%	3%	9%
15	O=C1CCC(C(=O)OCC(=O)N2N=C3/C(=C\c4ccccc4)CCCC3C2c2ccccc2)N1 (stereo not drawn)	-3%	1	u	0%	-15%

nr	TrxR1 inh	RGS4 inh	Vif-APOBEC3F blk	TrxR1 substrate
18	14%	-11%	0%	6%
7	14%[57.1 µM]	-18%	-8%	1%[57.1 µM]
2	11%	-19%	8%	-3%
14	3%[57.1 µM]	-12%	-9%	-2%[57.1 µM]
15	-7%[57.1 µM]	-25%	-6%	-8%[57.1 µM]

# The listing picks up, starting 2 compounds before the break.
nr	Compound	Glioma ERSR ind	LDHA block	USP1 inh	Vif-APOBEC3G blk	mIDH1 inhibitor
19	Cc1cc(NC(=O)c2cc(-c3ccccc3C)nc3ccccc23)no1	-1%	-16&0	-4%	-6%	3%
20	Cc1csc(SC(C)C(=O)NCC2CCCCC2)n1 (stereo not drawn)	0%	-5	-9%	1%	3%
21	COc1ccc(NC(=O)CSc2nc(=O)n(CCN3CCOCC3)c3c2CCC3)c(OC)c1	-5%	-2	-17%	-2%	6%
22	Cn1c2ccsc2c2ncn(Cc3ccc(F)cc3)c(=O)c21	3%	-5	x	-5%	x
23	CCN(CC(=O)Nc1ccc(N2CCOCC2)cc1)C(=O)Cc1ccccc1	-2%	0	-10%	0%	11%
24	c1ccc2c(c1)[nH]c1c(NCC3CCCO3)ncnc12 (stereo not drawn)	-4%	-17	-12%	2%	3%
25	Cn1c(N)c(C(=O)CSc2nnc(-c3ccccc3F)n2N)c(=O)n(C)c1=O	-3%	-4	-8%	0%	10%
26	CC(C)c1ccc(NC(=O)C2CCCN(S(=O)(=O)c3ccc4c(c3)C(C)(C)C(=O)N4C)C2)cc1 (stereo not drawn)	-1%	-9	-9%	0%	-10%
27	COc1cc(/C=N/NC(=O)c2cc(-c3cccs3)nc3ccccc23)ccc1O	5%	-8	-26%	-26%	-3%
28	O=C1c2ccccc2C(Nc2ccc(Cl)cc2)N1CCN1CCOCC1 (stereo not drawn)	1%	-3	-11%	-1%	16%
29	CN(C(=O)c1cccc(COc2ccc(Cl)cc2Cl)c1)c1ccccc1	-4%	-2	-12%	-7%	-2%
30	COc1ccc(-c2nc(C#N)c(N3CCOCC3)o2)cc1OC	-1%	-1	-18%	0%	4%

nr	TrxR1 inh	RGS4 inh	Vif-APOBEC3F blk	TrxR1 substrate
19	17%	-3%	-7%	9%
20	18%[57.1 µM]	7%	-7%	6%[57.1 µM]
21	-10%	13%	7%	-7%
22	5%	-15%	4%	-4%
23	16%	-8%	0%	1%
24	9%[57.1 µM]	9%	-1%	32%[activator][57.1 µM]
25	7%	-27%	-3%	7%
26	2%	10%	-3%	-4%
27	2%	-17%	5%	0%
28	11%[57.1 µM]	-3%	5%	9%[57.1 µM]
29	-15%	33%	-5%	-10%
30	u	14%	0%	510%[activator]

# The list continues.
nr	Compound	Glioma ERSR ind	LDHA block	USP1 inh	Vif-APOBEC3G blk	mIDH1 inhibitor
31	Cc1cc(OCC(=O)NC(C)c2ccccc2)ccc1[N+](=O)[O-] (stereo not drawn)	1%	0	-15%	-12%	13%
32	O=C(CSc1ccc(F)cc1)NCCSc1ccccc1	2%	-2	-15%	-4%	3%
33	O=C1c2c(Br)c(Br)c(Br)c(Br)c2C(=O)N1c1ccccn1	-3%	-2	-13%	-2%	-4%
34	O=C(Cn1cnc([N+](=O)[O-])c1)c1ccc(F)cc1	-1%	-4	-24%	2%	9%
35	CCN1CCN(C(c2ccc(F)cc2)c2nnnn2Cc2cccs2)CC1 (stereo not drawn)	-5%	1	-19%	-6%	3%

nr	TrxR1 inh	RGS4 inh	Vif-APOBEC3F blk	TrxR1 substrate
31	20%	19%	6%	0%
32	12%[57.1 µM]	0%	-17%	3%[57.1 µM]
33	-6%	23%	-2%	-1%
34	6%[57.1 µM]	-2%	-4%	-7%[57.1 µM]
35	11%	-35%[11.4 µM]	7%	10%

# Results in sequence from above.
# Vif-APOBEC3G blk for entries 31 to 35: -12%, -4%, -2%, 2%, -6%
# TrxR1 substrate for entries 31 to 35: 0%, 3%[57.1 µM], -1%, -7%[57.1 µM], 10%
# USP1 inh for entries 31 to 35: -15%, -15%, -13%, -24%, -19%
